Screening results from PubChem BioAssay.
FXIa inh 1536: human FXIa protease inhibitors, primary screen, biochemical, 1536-well; 220,000 compounds, 0.14% hits; inhibition, % at 5 µM; Coagulation factor XI (Homo sapiens), P03951; purified FXIa, Boc-Glu-Ala-Arg-AMC fluorogenic substrate;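 active = inhibition of at least 40%; inactive = inhibition below 40%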;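 note: fluorescence of freed AMC excited at 355 nm; 0% = enzyme without compound and 100% = no enzyme blank; many of its hits are not listed in these tables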
Target sequence (P03951 19-387 limits assumed): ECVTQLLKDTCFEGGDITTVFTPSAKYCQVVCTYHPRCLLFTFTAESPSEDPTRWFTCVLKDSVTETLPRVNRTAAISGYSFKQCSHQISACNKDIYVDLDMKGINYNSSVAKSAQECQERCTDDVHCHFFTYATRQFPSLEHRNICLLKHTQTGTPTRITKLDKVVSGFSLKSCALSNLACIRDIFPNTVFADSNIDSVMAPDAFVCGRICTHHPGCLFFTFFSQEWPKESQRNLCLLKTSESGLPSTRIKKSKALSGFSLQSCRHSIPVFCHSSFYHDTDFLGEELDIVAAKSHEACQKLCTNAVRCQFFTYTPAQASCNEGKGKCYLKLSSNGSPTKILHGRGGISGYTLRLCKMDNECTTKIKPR
Target sequence (P03951 388-625 limits assumed): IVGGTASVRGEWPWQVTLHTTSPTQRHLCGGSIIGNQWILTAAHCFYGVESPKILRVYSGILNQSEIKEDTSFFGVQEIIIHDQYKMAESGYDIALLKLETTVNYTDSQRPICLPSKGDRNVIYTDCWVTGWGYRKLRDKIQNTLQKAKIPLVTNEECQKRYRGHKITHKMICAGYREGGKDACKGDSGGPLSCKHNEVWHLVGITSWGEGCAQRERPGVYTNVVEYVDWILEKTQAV
Rad51 HR inh: human RAD51 strand exchange inhibitors, primary screen, biochemical, fluorescence; DNA repair protein RAD51 homolog 1 (Homo sapiens), Q06609; hRad51 DNA strand exchange, fluorescence dequenching; inhibition, % at 10 µM; 200,000 compounds, 0.085% hits; AID 1385, 2008;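 active = inhibition above 40% at the single screening dose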;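 note: 0% = DMSO control wells and 100% = blanks with heterologous ssDNA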
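material = hRad51 filaments on single-stranded DNA | reagent = Donor/quencher-labelled 47-bp dsDNA substrate | compound = 10 µM final, single point | schedule = strand-exchange reaction 15 min at room temperature | measured by = fluorescein emission 520 nm, excitation 485 nm | read-out basis = % inhibition versus plate control and blank means | benchmarks = plate controls and plate blanks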
hK5 inh: human KLK5 protease inhibitors, primary screen, biochemical, 1536-well | Kallikrein-5 (Homo sapiens), Q9Y337 | recombinant hK5, fluorogenic AMC substrate cleavage | inhibition, % at 5 µM | 210,000 compounds, 0.59% hits;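 active = inhibition of 40% or more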;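 note: 0% = enzyme controls without compound and 100% = no-enzyme blanks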
Target sequence (Q9Y337 67-293 limits assumed): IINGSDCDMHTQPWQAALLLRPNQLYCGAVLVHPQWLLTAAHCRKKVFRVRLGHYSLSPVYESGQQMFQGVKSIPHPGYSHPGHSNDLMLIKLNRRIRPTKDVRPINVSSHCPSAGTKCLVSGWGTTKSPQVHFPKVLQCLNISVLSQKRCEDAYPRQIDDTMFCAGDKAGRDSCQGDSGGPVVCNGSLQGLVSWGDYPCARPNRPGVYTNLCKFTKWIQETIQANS
thrombin 1536: human alpha-thrombin inhibitors, primary screen, counter-screen for coagulation protease inhibitor project, biochemical, 1536-well, fluorogenic AMC substrate | 220,000 compounds, 0.26% hits | Boc-VPR-AMC fluorogenic substrate cleavage | inhibition, % at 5 µM;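 active = inhibition at or above 40%; inactive = inhibition below 40%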;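 note: 0% = enzyme with no compound and 100% = wells without enzyme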
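signal = AMC fluorescence, 355/460 nm | material = human alpha-thrombin enzyme | control set = enzyme without compound as high, wells lacking enzyme as low | times = reaction at room temperature | read-out basis = percent inhibition scaled between no-compound controls and no-enzyme blanks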
TNF necrop inh: inhibitors of TNF-alpha triggered necroptosis, primary screen, cell-based, Jurkat FADD-/-, single concentration; Jurkat FADD-/- TNF necroptosis rescue, ATP luminescence, 24 h; 0 = TNF only, 100 = no-TNF cells; activation (protection from cell death), % at 10 µM; 220,000 compounds, 0.068% hits;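 active = activation, meaning protection from cell death, of at least 50% relative to plate controls; inactive = activation below 50%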;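 note: necroptosis triggered by 40 ng/mL TNF-alpha added together with compound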
FXIIa inh: human FXIIa protease inhibitors, primary screen, biochemical, 1536-well. inhibition, % at 5 µM. Coagulation factor XII (Homo sapiens), P00748. 220,000 compounds, 0.3% hits. AID 800, 2007. purified FXIIa, Boc-QGR-AMC fluorogenic substrate, 2 h; in the data active = inhibition above about 40%;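 note: 0% = enzyme with no compound and 100% = blank without enzyme; many of its hits are not listed in these tables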
Hck Nef HTS: inhibitors of Nef-activated human Hck kinase, primary screen, biochemical, Z-Lyte FRET, 384-well, Hck-YEEI; Tyrosine-protein kinase HCK (Homo sapiens), P08631; Recombinant Hck-YEEI plus Nef, Z-Lyte FRET kinase assay; inhibition, % at 20 µM; 220,000 compounds, 0.68% hits;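 active = Hck-Nef kinase inhibition above about 50%, limit read from the data; inactive = inhibition below that limit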;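 note: 0% = DMSO with Hck plus Nef and 100% = Hck alone without Nef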
zVAD death inh: inhibitors of zVAD-triggered necroptosis, primary screen, L929 cells | L929 zVAD necroptosis rescue, ATP luminescence, 24 h; with zVAD 60 µM | viability rescue, % at 10 µM | 220,000 compounds, 0.38% hits;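 active = activation, scaled between plate controls, above about 75%, limit read from the data; inactive = activation under that limit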;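 note: 0% = zVAD with DMSO and 100% = DMSO alone without zVAD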
Cl transport mod: KCC2 cotransporter modulators, thallium flux, primary screen, cell-based, HEK293 KCC2, FluoZin-2 fluorescence, MLSMR. Solute carrier family 12 member 5 (Homo sapiens), Q9H2X9. KCC2 cells, thallium flux FluoZin-2 fluorescence. B-score of Tl+ flux slope (higher = more flux/activation; lower = inhibition) at 10 µM. 190,000 compounds, 2.2% hits;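 active = thallium flux slope and its plate-corrected score both differing from the plate sample mean at a set confidence after two filtering rounds, in either direction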;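 note: slope of fluorescence scaled to starting intensity during 10 to 20 s after thallium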
The depositor's hits bear a star; x = not tested or not shown. Not all compounds are listed, so the mix of outcomes need not match the whole.

molecule,FXIa inh 1536,Rad51 HR inh,hK5 inh,thrombin 1536,TNF necrop inh,FXIIa inh,Hck Nef HTS,zVAD death inh,Cl transport mod
CCOc1c2ccc(C(=O)NCc3ccc4c(c3)OCO4)cc2nn1C,0.6,2.8,-49.6,0.1,-1.8,5.3,1.0,0.2,0.858
CC(C)(C)NC(=O)C(=O)NNC(=O)c1ccco1,-1.9,-103.0,-4.7,-4.0,-0.4,2.4,12.7,-0.5,x
Cc1noc(C)c1COC(=O)CCc1nc2ccccc2c(=O)[nH]1,2.4,2.0,11.5,2.4,0.3,-5.7,2.3,-0.3,0.581
Cc1ccc(S(=O)(=O)NCCCNC(=O)c2ccccc2)cc1,5.5,1.9,-15.5,-6.8,-0.2,-10.4,1.4,0.5,-1.99
O=C(NNC(=O)c1cc(OCC(F)(F)F)ccc1OCC(F)(F)F)c1cccc(C(F)(F)F)c1,-14.8,-13.8,-12.0,31.1,-4.0,-2.3,0.8,0.3,1.19
NCCCC[C@@H]1NC(=O)c2cc([N+](=O)[O-])cc(I)c2SC[C@@H](C(N)=O)NC(=O)[C@H](Cc2ccc(O)cc2)NC1=O,-1.2,8.2,-16.3,-1.6,0.1,3.7,2.6,1.6,-1.06
CCCC(C)NC(=O)/C=C/c1cccc([N+](=O)[O-])c1 (stereo unspecified),-6.5,-0.6,-18.2,-9.1,-1.2,7.8,0.1,0.1,x
CCN(CC)c1nc(Oc2ccc(C(=O)OC)cc2)nc(N2CCOCC2)n1,2.6,0.0,1.7,4.8,1.8,9.3,18.7,2.8,-1.17
COc1cc(C(c2sc3nc(C)nn3c2O)N2CCc3ccccc3C2)cc(OC)c1OC (stereo unspecified),-6.1,-0.6,-5.3,-5.8,1.4,15.5,-4.9,0.5,-1.5
O=C(c1ccccc1)c1ccccc1C(=O)N1CCOCC1,-6.2,2.9,-0.7,-11.7,-0.9,-4.6,1.0,-0.2,0.728
COc1ccccc1NC(=O)C(=O)NNS(=O)(=O)c1ccc2ccccc2c1,-1.3,4.2,-1.6,-4.1,1.0,6.3,1.3,0.1,2.89
CNC(=O)/C(=C\c1cccc(Oc2ccccc2)c1)NC(=O)c1ccccc1,-6.6,-0.6,-4.8,-10.1,-0.3,3.0,1.2,2.6,-1.01
CS(=O)(=O)N1CCC(C(=O)Nc2ccc(Cl)c(Cl)c2)CC1,-3.0,-0.8,-4.8,-4.5,3.5,2.7,18.8,0.6,0.0265
Cc1cccc(N(C2C=CS(=O)(=O)C2)S(=O)(=O)c2ccccc2)c1 (stereo unspecified),-0.9,3.0,1.8,-3.7,0.1,2.6,4.5,-0.8,-0.499
CCS(=O)(=O)N1CCC(C(=O)NCc2ccccc2OC)CC1,9.8,-1.7,-17.0,5.0,0.0,21.3,-0.5,1.1,0.0214
COc1cc(NS(=O)(=O)c2ccc(F)cc2)c(C(=O)O)cc1OC,8.9,-5.0,7.8,1.3,-0.2,15.7,-0.9,2.2,x
Cc1ccc(NC(=O)C2CCCN(c3ncccn3)C2)cc1F (stereo unspecified),-5.3,-2.9,-3.6,0.4,-0.5,12.1,-0.1,0.1,-0.214
COc1ccccc1N1CCN(C(=O)CCCCCn2c(=O)[nH]c3ccsc3c2=O)CC1,-0.7,7.5,-5.3,-1.1,-5.9,-4.2,3.3,0.0,-0.877
O=[N+]([O-])c1cc(Br)c(O)c(/C=N/Nc2nnnn2-c2cccc3ccccc23)c1,15.9,-5.9,-30.7,4.7,-0.8,10.1,11.0,-0.4,-3.24*
CCOc1ccc(S(=O)(=O)N2Cc3ccccc3CC2C(=O)O)cc1 (stereo unspecified),1.3,x,2.2,3.5,1.0,9.1,26.8,0.2,0.847
CCc1nc(SCC(N)=O)c2c(=O)n(C)c(=O)n(C)c2n1,-4.4,-11.1,-5.1,-5.4,0.0,7.8,21.3,0.7,-0.0122
COc1ccccc1N1CCN(C(=O)c2ccc(NS(=O)(=O)c3ccc(C)cc3)cc2)CC1,-7.8,8.9,-13.0,-5.0,1.1,-3.7,0.1,9.2,-0.467
CCCCn1nnc(NC(=O)COc2cc(C)ccc2C(C)C)n1,-3.4,8.1,-4.7,-3.8,0.2,6.1,2.0,0.8,-1.39
Cc1occc1-c1nnc(SCC(=O)O)n1-c1ccccc1,-0.3,-17.3,11.8,-0.7,0.4,5.2,20.3,1.0,-0.285
O=C(NC1CCCC1)C1CCCN1C(=O)Nc1ccc(Cl)cc1 (stereo unspecified),-5.2,2.7,-11.0,-17.9,-2.1,13.1,-2.1,0.4,0.64
Cc1ccc(NC(=S)N(CCN(C)C)C(C)c2cccnc2)c(C)c1 (stereo unspecified),9.0,-0.2,-19.7,0.1,-0.4,-1.3,-13.6,-1.5,1.38
NC(=O)C1(N2CCCCC2)CCN(C(=O)c2ccc(C#CC3(O)CCCCC3)cc2)CC1,13.0,-5.8,-0.7,2.6,-0.5,36.8,-1.9,0.7,0.696
COc1ccc(NC(=O)CCNC(=O)Cn2ccc3ccccc3c2=O)c(OC)c1,-1.4,-8.6,-12.0,-4.1,-0.6,10.3,-0.6,-0.3,-0.26
CCOC(=O)N1CCC(NC(=O)Cn2cccc2C(=O)c2ccccc2)CC1,-4.6,3.4,-9.4,-6.3,-1.5,6.3,-1.8,-0.1,-0.109
Cc1ccc(S(=O)(=O)NCc2ccco2)cc1C(N)=O,4.9,-2.0,1.6,-1.7,-0.3,11.0,11.0,-0.2,1.37
Cc1noc(C)c1C(=O)OCC(=O)Nc1cc(S(=O)(=O)N2CCOCC2)ccc1Cl,-2.4,-17.0,2.0,-13.0,0.8,4.7,11.4,-1.1,1.37
O=C(NNc1cc(Cl)ccc1Cl)c1c(F)cccc1Cl,31.9,-2.3,35.2,8.2,0.9,42.3*,-6.5,-0.2,0.231
O=C(NCc1ccccc1)N(Cc1cc2cc3c(cc2[nH]c1=O)OCO3)CC1CCCO1 (stereo unspecified),4.8,3.8,0.0,2.1,-0.7,6.3,-9.8,-0.3,-0.457
Cc1cc(Cl)nc(-c2ccccc2)n1,-3.5,-2.8,-4.9,-6.6,0.1,3.0,18.6,0.5,0.829
CCc1nc2ccccc2c(C(=O)OC2CCCCC2=O)c1C (stereo unspecified),-0.8,7.0,1.8,x,0.3,8.4,27.8,2.8,2.13
CCCCCCCC[n+]1cccc(C(=O)N2c3c(nc(N)[nH]c3=O)NC(C)C2C)c1 (stereo unspecified),8.2,x,-3.8,2.0,1.0,9.6,0.6,0.2,-0.449
NC(=NCCc1ccccc1)NS(=O)(=O)c1ccc(F)cc1,16.1,11.2,-13.7,1.7,-1.9,14.2,3.3,-0.1,-0.862
COc1ccccc1C(=O)NC(=O)Nc1nc(-c2ccccc2)cc(C(F)(F)F)n1,3.0,28.6,2.4,1.1,2.7,12.5,27.6,-0.9,0.263
CN(C(=O)c1ccc(OC2CCN(CCc3ccccc3)CC2)cc1)C1CCCCC1,-5.7,-2.3,-4.3,-12.9,0.9,5.4,22.0,1.2,0.0872
Cc1nnc(N/N=C/c2c[nH]c3ccccc23)[nH]c1=O,7.1,5.0,5.0,2.5,-0.7,12.4,7.4,0.8,0.0577
O=C(CSCCO)Nc1ccccc1,3.7,0.7,1.5,-2.4,3.6,15.7,0.3,0.2,0.824
COc1ccc(NC(=O)N2CCCC(c3nc(-c4ccc(C(C)C)cc4)no3)C2)cc1 (stereo unspecified),2.3,1.8,-16.6,2.9,-7.1,10.7,2.8,-0.1,0.23
COCCn1nnnc1C(c1cc2ccc(OC)cc2[nH]c1=O)N1CCc2ccccc2C1 (stereo unspecified),-3.3,-6.7,0.2,-7.7,-0.7,8.2,0.0,0.0,-0.677
CN(Cc1ccccc1)C(=C(Cl)Cl)/C(=C1/NCCN1C)[N+](=O)[O-],-5.0,x,-1.1,-7.5,-1.2,0.5,19.9,-0.2,-0.0263
COc1ccc(NC(=O)N(Cc2cc3ccc(OC)cc3[nH]c2=O)CC2CCCO2)cc1 (stereo unspecified),4.9,1.4,-7.0,-4.4,-3.0,12.5,20.7,2.3,-0.033

Filtered by structure: the entries above containing a nitro group on carbon.
molecule,FXIa inh 1536,Rad51 HR inh,hK5 inh,thrombin 1536,TNF necrop inh,FXIIa inh,Hck Nef HTS,zVAD death inh,Cl transport mod
NCCCC[C@@H]1NC(=O)c2cc([N+](=O)[O-])cc(I)c2SC[C@@H](C(N)=O)NC(=O)[C@H](Cc2ccc(O)cc2)NC1=O,-1.2,8.2,-16.3,-1.6,0.1,3.7,2.6,1.6,-1.06
CCCC(C)NC(=O)/C=C/c1cccc([N+](=O)[O-])c1 (stereo unspecified),-6.5,-0.6,-18.2,-9.1,-1.2,7.8,0.1,0.1,x
O=[N+]([O-])c1cc(Br)c(O)c(/C=N/Nc2nnnn2-c2cccc3ccccc23)c1,15.9,-5.9,-30.7,4.7,-0.8,10.1,11.0,-0.4,-3.24*
CN(Cc1ccccc1)C(=C(Cl)Cl)/C(=C1/NCCN1C)[N+](=O)[O-],-5.0,x,-1.1,-7.5,-1.2,0.5,19.9,-0.2,-0.0263
